High-throughput results: PubChem, Broad Institute
SIRT5 inh – blocks human SIRT5 desuccinylation of peptide; Q9NXA8; Purified SirT5, succinyl-peptide AMC, trypsin-coupled fluorescence; inhibition, % at 15 µM; 1.1% of 330,000 active; in the data active = inhibition above about 15%
Target sequence (Q9NXA8 whole entry, looked up): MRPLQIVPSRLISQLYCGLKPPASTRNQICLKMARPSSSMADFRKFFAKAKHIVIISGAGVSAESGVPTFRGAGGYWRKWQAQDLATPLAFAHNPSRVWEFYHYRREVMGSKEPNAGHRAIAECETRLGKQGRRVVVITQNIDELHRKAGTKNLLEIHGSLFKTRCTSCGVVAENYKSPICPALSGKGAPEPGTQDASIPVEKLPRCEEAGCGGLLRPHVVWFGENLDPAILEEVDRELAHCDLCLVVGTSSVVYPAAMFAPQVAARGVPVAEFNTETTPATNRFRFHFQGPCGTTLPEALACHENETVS
esBAF inh – blocks esBAF chromatin remodeling in mouse ES cells; Bmi1-luciferase knock-in reporter, 24 h; 100% = twice the neutral-well signal; reporter increase, % at 12.5 µM; 2% of 350,000 active; in the data active = activation above about 40%;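 note: 0% = median of the plate's neutral control wells and 100% = double that signal; a rise in the Bmi1 reporter signal indicates esBAF inhibition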
FN deposit inh – fibronectin deposition inhibition; AH1F fibroblasts, Alexa488-fibronectin deposition fluorescence, overnight; inhibition, % at 12.6 µM; 0.086% of 350,000 active;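 active = mean inhibition across replicates of 30% or more, regardless of how many single replicates reach that level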;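 note: positive control wells lacked labelled fibronectin entirely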
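test system = AH1F fibroblasts assembling fluorescent fibronectin matrix | quantity = 10000 AH1F cells per well | buffer or medium = DMEM plus 2% serum, read in PBS | doses = single dose, pinned | incubation = 1 h cell attachment, overnight exposure to compound and label | detection = fluorescence at 485 nm excitation, 525 nm emission | read-out basis = inhibition from reduced deposited-fibronectin fluorescence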
C2C12 statin – suppression of simvastatin myotoxicity | 0.78% of 330,000 active | C2C12 myotubes + simvastatin, ATP luminescence, 48 h; scaled: DMSO 0, geranylgeraniol control 100 | rescue of ATP level, % at 7.49 µM;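 active = mean ATP rescue above about 67%, or every replicate alone reaching that limit, limit read from the data, passing the limit was not always enough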;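 note: myotubes were challenged with 10 µM simvastatin during compound exposure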
LGR2 inh – Drosophila LGR2 receptor signaling inhibition; HEK293 LGR2, CRE-luciferase, bursicon-stimulated, 4 h; inhibition, % at 9.99 µM; 0.35% of 380,000 active;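 active = drop in luminescence signal, shown as inhibition above about 50% in the replicate tests, limit read from the data, passing the limit was not always enough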;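 note: agonist challenge used bursicon conditioned medium at about half maximal strength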
CASP6 VEID inh – inhibitors of human caspase-6 | 0.53% of 350,000 active | purified caspase-6, Z-VEID-R110 cleavage fluorescence | P55212 | inhibition, % at 12.5 µM | AID 686996;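 active = mean inhibition across replicates at least about 35%, with every replicate also reaching that limit, limit read from the data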;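 note: 0% = median of neutral control wells and 100% = no fluorescence left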
Target sequence (P55212 24-179 limits assumed): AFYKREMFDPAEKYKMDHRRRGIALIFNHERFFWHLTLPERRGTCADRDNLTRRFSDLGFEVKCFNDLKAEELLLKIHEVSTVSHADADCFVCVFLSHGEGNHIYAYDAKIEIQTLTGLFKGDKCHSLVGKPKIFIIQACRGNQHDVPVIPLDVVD
Target sequence (P55212 194-293 limits assumed): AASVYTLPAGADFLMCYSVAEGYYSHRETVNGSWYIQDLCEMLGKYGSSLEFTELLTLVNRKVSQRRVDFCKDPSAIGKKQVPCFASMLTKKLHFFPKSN
S100A4 inh HTS – inhibitors of human S100A4 binding to myosin IIA peptide | 0.14% of 360,000 active | inhibition, % at 10.7 µM | S100A4/TAMRA-MyoIIA peptide fluorescence polarization | P26447;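 active = mean inhibition of at least 70% across replicates, with every replicate also reaching that level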
Target sequence (P26447 whole entry, looked up): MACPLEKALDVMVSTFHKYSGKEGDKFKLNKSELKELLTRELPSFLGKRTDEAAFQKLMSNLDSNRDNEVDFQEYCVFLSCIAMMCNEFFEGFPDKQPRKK
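Material: S100A4 monomer protein | Medium: HEPES pH 7.2 with CaCl2, KCl, NaCl, DTT, Triton | Reagent: Labelled myosin peptide probe, 5 nM | Doses: One dose per compound | Times: 5 min incubation before reading | Benchmarks: Neutral control DMSO, positive control TFP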
An asterisk follows results filed as active.

For C[C@H]1CN([C@@H](C)CO)C(=O)CCCn2cc(nn2)CO[C@@H]1CN(C)Cc1cccc(O)c1 the results were SIRT5 inh -3.0, esBAF inh -5.0, FN deposit inh 5.1, C2C12 statin 5.5, LGR2 inh 11.5, CASP6 VEID inh 2.6 and S100A4 inh HTS -1.4.
C=CCc1cc(C)ccc1OCCCC(C(=O)OCC)C(=O)OCC was read as SIRT5 inh 1.9, esBAF inh -0.9, FN deposit inh -6.8, C2C12 statin -1.8, CASP6 VEID inh 0.2 and S100A4 inh HTS -5.3.
For CCOC(=O)N1CCC(N(CCN(C)C)C(=S)Nc2ccccc2Cl)CC1 the results were SIRT5 inh 0.7, FN deposit inh 6.6, LGR2 inh -1.5, CASP6 VEID inh -3.4 and S100A4 inh HTS -1.1.
Screening C[C@@H](NC(=O)C[C@@H]1C[C@H]2c3cc(NC(=O)c4ccc5c(c4)OCO5)ccc3O[C@H]2[C@@H](CO)O1)c1ccccc1 returned esBAF inh 5.0, C2C12 statin -5.4 and LGR2 inh -0.6.
Screening CCOC(=O)N1CCN(C(=O)C[C@@H]2C[C@@]3(C(=O)OC)CC(C)(C)CC=C3N(Cc3cccc4ccccc34)C2=O)CC1 returned SIRT5 inh 3.3, FN deposit inh -1.2, LGR2 inh 8.6, CASP6 VEID inh 1.9 and S100A4 inh HTS -1.9.
For Cc1ccc(S(=O)(=O)N2CCC(=O)N(CCOCc3cccc(F)c3)CC2)cc1 the results were SIRT5 inh -3.8, esBAF inh 0.3, FN deposit inh 0.1, C2C12 statin -2.4, LGR2 inh -2.3, CASP6 VEID inh -1.2 and S100A4 inh HTS -6.8.
For Cc1ccc(CNC(=O)Cn2cnc3cc([N+](=O)[O-])ccc3c2=O)cc1 the results were SIRT5 inh -3.3, FN deposit inh 8.7, LGR2 inh -5.4, CASP6 VEID inh 0.0 and S100A4 inh HTS -17.0.
Cc1ccc(C(=O)OCc2cc3ccccc3[nH]c2=O)cc1 was read as SIRT5 inh -3.6, esBAF inh 1.5, C2C12 statin -19.1, LGR2 inh 8.6, CASP6 VEID inh 4.4 and S100A4 inh HTS 2.8.
O=C1c2ccccc2OCOc2ccccc21 was read as esBAF inh -4.8, C2C12 statin -13.7 and LGR2 inh 0.0.
For Cc1ccc(-c2noc(CCCC(=O)NC3CCCCC3)n2)cc1 the results were SIRT5 inh -1.0, esBAF inh -0.6, FN deposit inh -7.9, C2C12 statin -2.1, LGR2 inh 8.5, CASP6 VEID inh 2.4 and S100A4 inh HTS -7.4.
Screening CC1c2cc3c(cc2CCN1C(=O)c1cccc(Cl)c1)OCCCO3 (configuration not stated) returned SIRT5 inh -2.8, esBAF inh 7.1, FN deposit inh 15.9, C2C12 statin -21.6, CASP6 VEID inh -5.3 and S100A4 inh HTS -2.3.
CC1CC(C)CN(C(=O)C(C)N2CCN(S(=O)(=O)c3cccs3)CC2)C1 (configuration not stated) was read as SIRT5 inh 0.9, esBAF inh -2.6, FN deposit inh -0.3, C2C12 statin 13.9, LGR2 inh 7.3, CASP6 VEID inh 3.2 and S100A4 inh HTS -1.4.

Random excerpt: three entries already listed
For Cc1ccc(S(=O)(=O)N2CCC(=O)N(CCOCc3cccc(F)c3)CC2)cc1 the results were SIRT5 inh -3.8, esBAF inh 0.3, FN deposit inh 0.1, C2C12 statin -2.4, LGR2 inh -2.3, CASP6 VEID inh -1.2 and S100A4 inh HTS -6.8.
For C[C@H]1CN([C@@H](C)CO)C(=O)CCCn2cc(nn2)CO[C@@H]1CN(C)Cc1cccc(O)c1 the results were SIRT5 inh -3.0, esBAF inh -5.0, FN deposit inh 5.1, C2C12 statin 5.5, LGR2 inh 11.5, CASP6 VEID inh 2.6 and S100A4 inh HTS -1.4.
For CCOC(=O)N1CCC(N(CCN(C)C)C(=S)Nc2ccccc2Cl)CC1 the results were SIRT5 inh 0.7, FN deposit inh 6.6, LGR2 inh -1.5, CASP6 VEID inh -3.4 and S100A4 inh HTS -1.1.

The results go on.
For CCCCCc1ccc(-c2cn(CC3CCCCC3)nn2)cc1 the results were esBAF inh -1.6, FN deposit inh 3.6, C2C12 statin -0.8, LGR2 inh -12.9, CASP6 VEID inh -0.7 and S100A4 inh HTS -3.1.
For O=C(CC1C(=O)NCCN1Cc1ccoc1)NCCc1ccc(Cl)cc1 (configuration not stated) the results were SIRT5 inh -3.5, esBAF inh 13.7, FN deposit inh -1.8, C2C12 statin 1.5, LGR2 inh -3.0, CASP6 VEID inh 1.2 and S100A4 inh HTS -0.5.
`O=S1(=O)CCC(NC(=S)NC2CCS(=O)(=O)C2)C1` (configuration not stated) gave SIRT5 inh -4.4, FN deposit inh 1.3, LGR2 inh 17.3, CASP6 VEID inh -2.1 and S100A4 inh HTS 4.4.
For CCOc1cc(/C=C\[N+](=O)[O-])ccc1OCC(=O)N1CCOCC1 the results were SIRT5 inh -0.7, FN deposit inh -8.8, LGR2 inh 48.6, CASP6 VEID inh 0.7 and S100A4 inh HTS -3.4.
Screening Cc1c(C(=O)N2CCN(c3ccccc3)CC2)sc2nc3n(c(=O)c12)CCC3 returned SIRT5 inh -4.1, esBAF inh -0.7, FN deposit inh 15.8, C2C12 statin -1.7, LGR2 inh 5.7, CASP6 VEID inh 1.8 and S100A4 inh HTS -6.3.
For CC(C)(C)c1ccc(C2SCC(=O)N2c2cccc(C(=O)O)c2)cc1 (configuration not stated) the results were SIRT5 inh -2.2, esBAF inh 22.1, FN deposit inh -3.2, C2C12 statin 8.2, LGR2 inh -9.7, CASP6 VEID inh 2.4 and S100A4 inh HTS -0.2.
Screening Cc1ccc(S(=O)(=O)N(C)C[C@@H]2Oc3ccc(NS(=O)(=O)c4ccccc4)cc3C(=O)N([C@H](C)CO)C[C@H]2C)cc1 returned SIRT5 inh -10.4, esBAF inh 3.4, LGR2 inh -6.9, CASP6 VEID inh 4.0 and S100A4 inh HTS -5.3.
Screening Cc1ccc(-n2nc(-c3ccco3)cc2C(=O)O)c(C)c1 returned SIRT5 inh 3.9, LGR2 inh -2.9 and S100A4 inh HTS -10.6.
`CCOC(=O)c1cc2nc(OCC)nc(OCC)c2[nH]1` gave SIRT5 inh -7.3, esBAF inh -8.9, FN deposit inh -6.2, C2C12 statin 5.4, LGR2 inh -9.0, CASP6 VEID inh 1.3 and S100A4 inh HTS -5.1.
For COc1cc(OC)cc(C(=O)Nc2ccc(S(=O)(=O)Nc3nc(C)cc(C)n3)cc2)c1 the results were SIRT5 inh 0.1, esBAF inh -3.3, FN deposit inh -2.4, C2C12 statin 14.9, CASP6 VEID inh 2.7 and S100A4 inh HTS -1.0.
Screening O=C(c1ccc(F)cc1)N1CCN(c2cc(=O)[nH]nc2-c2ccccc2)CC1 returned esBAF inh -4.2, FN deposit inh 10.9 and C2C12 statin 1.9.
O=C(COC(=O)c1ccccc1Br)NCC1CCCCC1 was read as esBAF inh 10.9, FN deposit inh 0.0, C2C12 statin 3.8, LGR2 inh -81.7, CASP6 VEID inh 1.7 and S100A4 inh HTS 11.2.
CCOC(=O)C1=C(C(=O)OCC)C2N(Cc3ccc(C#N)cc3)c3ccccc3[C@@]23C[C@@H](C(=O)OC)N(S(=O)(=O)c2ccc(C#N)cc2)C3=N1 (some centres not stated) was read as FN deposit inh 1.7, LGR2 inh -0.5, CASP6 VEID inh -0.3 and S100A4 inh HTS -32.9.
`CNC[C@@H]1Oc2ccc(NC(=O)C3CCCCC3)cc2C(=O)N([C@H](C)CO)C[C@@H]1C` gave esBAF inh 4.3, FN deposit inh -7.1, C2C12 statin 0.5, LGR2 inh -29.2, CASP6 VEID inh 1.4 and S100A4 inh HTS 2.2.
`O=C(N/N=C/c1cccnc1)c1ccc(NC(=O)c2ccc(Cl)cc2)cc1` gave SIRT5 inh -8.4, FN deposit inh 5.1, LGR2 inh -5.0, CASP6 VEID inh -1.8 and S100A4 inh HTS -1.4.
`CCCSc1nnc(NC(=O)Nc2ccc(C)cc2)s1` gave SIRT5 inh -1.5, FN deposit inh 0.7, LGR2 inh -8.5, CASP6 VEID inh -1.8 and S100A4 inh HTS -14.2.
`C[C@H]1CCCCO[C@@H](CN(C)C(=O)Nc2ccccc2)[C@@H](C)CN([C@@H](C)CO)C(=O)c2cc(NC(=O)Nc3ccc4c(c3)OCO4)ccc2O1` gave SIRT5 inh 9.7, esBAF inh 44.1*, FN deposit inh 5.2, C2C12 statin 3.2, LGR2 inh 32.5, CASP6 VEID inh 1.1 and S100A4 inh HTS -14.1.
Screening CCN(C(=O)COC(=O)c1ccccc1Nc1ccccc1)c1c(N)n(Cc2ccccc2)c(=O)[nH]c1=O returned SIRT5 inh -9.1, esBAF inh 3.6, FN deposit inh -0.4, C2C12 statin 8.0, LGR2 inh 3.0, CASP6 VEID inh -0.3 and S100A4 inh HTS -2.3.
`CCC(=O)Nc1ccc2c(c1)C(=O)N(C)C[C@@H](OC)[C@@H](C)CN(Cc1ccccc1)[C@H](C)CO2` gave SIRT5 inh 0.0, esBAF inh 2.4, FN deposit inh 0.9, C2C12 statin 18.2, LGR2 inh -2.1, CASP6 VEID inh 1.8 and S100A4 inh HTS 18.8.
`C[C@H]1CN([C@@H](C)CO)S(=O)(=O)c2ccc(-c3ccc(C(=O)N(C)C)cc3)cc2O[C@@H]1CN(C)C(=O)Nc1ccccc1F` gave SIRT5 inh -10.4, esBAF inh 2.7, C2C12 statin 1.0, LGR2 inh 2.7, CASP6 VEID inh -2.6 and S100A4 inh HTS -92.8.
`O=C(Nc1ccc2c(c1)CCC2)c1cnccn1` gave SIRT5 inh 0.3, esBAF inh 22.6, FN deposit inh 0.2, C2C12 statin -14.3, LGR2 inh -80.1, CASP6 VEID inh 0.4 and S100A4 inh HTS -3.7.
O=C1NC(=O)C(c2ccccc2)(c2ccccn2)N1 (configuration not stated) was read as SIRT5 inh 0.0, esBAF inh 7.2, FN deposit inh 0.5, C2C12 statin -4.5, LGR2 inh 10.0, CASP6 VEID inh 1.9 and S100A4 inh HTS -4.1.
Screening COc1ccc(-n2ccnc2SCC(=O)NCc2ccco2)c(OC)c1 returned SIRT5 inh 2.4, esBAF inh 3.0, FN deposit inh 14.2, C2C12 statin -0.6, LGR2 inh 15.6, CASP6 VEID inh 1.9 and S100A4 inh HTS -2.0.
CCn1c(Cn2nnc(-c3ccccc3)n2)nnc1SCC(=O)Nc1cccc(C(C)=O)c1 was read as SIRT5 inh -4.1, esBAF inh 6.0, C2C12 statin -1.4, LGR2 inh 0.7, CASP6 VEID inh -1.8 and S100A4 inh HTS 7.0.
`C[C@@H]1CCCCO[C@H](CN(C)C(=O)C2CCCCC2)[C@@H](C)CN([C@@H](C)CO)C(=O)c2cc(NC(=O)C3CCCCC3)ccc2O1` gave SIRT5 inh 5.0, esBAF inh -0.2, LGR2 inh -9.0, CASP6 VEID inh -1.5 and S100A4 inh HTS -6.0.
`CCOc1ccc(NC(=O)c2sc3nc(C)nc(N4CCOCC4)c3c2C)cc1` gave SIRT5 inh -3.7, esBAF inh 3.5, FN deposit inh 1.2, C2C12 statin -12.0, LGR2 inh -2.3, CASP6 VEID inh 0.9 and S100A4 inh HTS 7.2.
`Cc1ccc(S(=O)(=O)Nc2ccc3c(c2)CC(=O)N([C@@H](C)CO)C[C@@H](C)[C@H](CN(C)C(=O)Nc2cccc4ccccc24)O3)cc1` gave SIRT5 inh 10.7, LGR2 inh -20.2, CASP6 VEID inh 1.1 and S100A4 inh HTS 4.9.
Screening CCn1c(C(=O)Nc2ccsc2C(=O)OC)cc2sc(Cl)cc21 returned SIRT5 inh -0.5, esBAF inh -9.7, FN deposit inh 2.8, C2C12 statin 8.1, LGR2 inh -29.5, CASP6 VEID inh -2.5 and S100A4 inh HTS 4.9.
CC(C)(C)c1ccc(C(=O)N2CCC(C(=O)NC3CCCCCC3)CC2)cc1 was read as SIRT5 inh -1.2, esBAF inh 36.7, FN deposit inh -10.2, C2C12 statin -28.2, LGR2 inh -29.3, CASP6 VEID inh 2.2 and S100A4 inh HTS -1.5.
Screening CCCc1cc(C(=O)OC)c(NC(=O)OCC)s1 returned SIRT5 inh -2.9, esBAF inh -12.3, C2C12 statin 12.8, LGR2 inh 1.6, CASP6 VEID inh 2.5 and S100A4 inh HTS 0.3.

A portion of the library; the hit share may differ from the screen's.
